DDE Tn6 FP inh = disrupts Tn6 cyclic peptide binding to fibrin D-Dimer-E complex | Fibrin DD(E) TRITC-Tn6 fluorescence polarization displacement | 370,000 compounds, 0.21% hits | P02675 | inhibition, % at 8.3 µM;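 active = inhibition above a per-campaign cutoff: mean of compounds within control limits plus 3 SD, cut at about 15% in these data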;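 also: 0% = median of all compound wells on the plate and 100% = blocking peptide control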
Rev-erbA mod = modulates human Rev-erb alpha binding to DNA. 370,000 compounds, 0.79% hits. activity, % at 10 µM. P20393. Rev-erbα–FITC-DNA binding, fluorescence polarization, 90 min;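 active = activity above about 14%, limit read from the data; passing the limit was not always enough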;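 also: 0% = DMSO wells with 35 nM protein and 100% = DMSO wells with 750 nM protein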
PLCg1 inh = PLC-gamma1 (human) inhibition, primary screen. inhibition, % at 12.2 µM. P19174. purified PLC-gamma1, fluorogenic substrate, fluorescence. 370,000 compounds, 0.84% hits; in the data active = inhibition above about 9.5%
proKLK7 act = activates the human kallikrein-7 zymogen; P49862; 370,000 compounds, 0.9% hits; activation, % at 7 µM; purified proKLK7, EDANS-DABCYL substrate fluorescence; 100% is mature enzyme control, 0% vehicle;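 active = activation above the mean of all tested compounds plus 3 SD, computed per campaign excluding outliers beyond control limits, cut at about 13% in these data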
HGIII-sPLA2 inh = Blocks human group III sPLA2 activity. Q9NZ20. QFRET BODIPY PC-A2 liposome hydrolysis, fluorescence. inhibition, % at 12.2 µM. 370,000 compounds, 0.56% hits;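 active = inhibition above mean plus 3 SD of compounds lying within the high and low control bounds, cut at about 19% in these data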;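 also: 0% = median of test compound wells and 100% = no enzyme DMSO wells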
Target sequence (Q9NZ20 whole entry, looked up): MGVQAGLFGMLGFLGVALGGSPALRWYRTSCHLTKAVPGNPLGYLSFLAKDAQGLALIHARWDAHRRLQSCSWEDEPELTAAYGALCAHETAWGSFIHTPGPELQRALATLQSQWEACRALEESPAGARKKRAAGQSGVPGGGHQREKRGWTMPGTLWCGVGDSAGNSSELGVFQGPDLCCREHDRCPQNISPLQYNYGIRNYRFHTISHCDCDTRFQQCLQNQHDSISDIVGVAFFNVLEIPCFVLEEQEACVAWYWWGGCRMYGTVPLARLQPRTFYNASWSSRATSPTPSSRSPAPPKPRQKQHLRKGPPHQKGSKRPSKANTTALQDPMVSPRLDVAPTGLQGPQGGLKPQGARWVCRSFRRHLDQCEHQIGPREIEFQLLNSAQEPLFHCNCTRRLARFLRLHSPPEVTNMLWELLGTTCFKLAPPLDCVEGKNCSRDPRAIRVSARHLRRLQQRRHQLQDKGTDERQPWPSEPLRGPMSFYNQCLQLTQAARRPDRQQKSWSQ
PLC-beta3 inh = inhibitors of human phospholipase C beta3 | Q01970 | 370,000 compounds, 0.18% hits | Purified PLC-beta3, fluorogenic substrate, fluorescence | inhibition, % at 12.2 µM; in the data active = inhibition above about 11%;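 also: 0% = median of compound wells on plate and 100% = full blocker control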
ARFGAP1 inh = inhibits rat ARF GTPase activating protein 1 | inhibition, % at 16.5 µM | 360,000 compounds, 0.26% hits | Arfgap1-stimulated ARF1 GTP hydrolysis, GDP FP detection;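 active = inhibition above a per-plate limit, mean inhibition of low control wells plus 3 SD, cut at about 25% in these data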;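 also: 0% = DMSO wells with enzyme and 100% = wells lacking Arfgap1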
Target sequence (Q62848 1-136 limits assumed): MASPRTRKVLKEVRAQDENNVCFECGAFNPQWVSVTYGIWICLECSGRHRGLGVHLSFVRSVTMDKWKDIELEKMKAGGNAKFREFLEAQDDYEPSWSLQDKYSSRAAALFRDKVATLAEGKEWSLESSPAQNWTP
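Assay system: purified rat His6-Arfgap1 residues 1-136 (GAP domain); Reagent: human Δ17 ARF1 bound to GTP; Dosing: 16.5 µM single point, 1.26% DMSO; Times: GTP hydrolysis reaction 2 h at 25 °C; Signal: FP, GDP Alexa 633 tracer displaced from anti-GDP antibody, 620/688 nm; Measure: % inhibition from polarization.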
UHRF1 binding = blocks human UHRF1 binding to methylated DNA; Q96T88; UHRF1 binding to methylated oligo, TR-FRET; inhibition, % at 4.4 µM; 370,000 compounds, 0.75% hits; AID 687016; in the data active = inhibition above about 21%;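 also: UHRF1 SRA domain binding a hemimethylated CpG hairpin DNA probe; 0% = median of test compound wells and 100% = reference inhibitor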
ASAP1 inh = blocks human ASAP1-stimulated Arf1 GTP hydrolysis. Q9ULH1. GDP FP detection. inhibition, % at 16.5 µM. 360,000 compounds, 0.19% hits; in the data active = inhibition above about 25%;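 also: 0% = vehicle with enzyme and substrate and 100% = no enzyme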
Tn7 DDE FP = disrupts Tn7 cyclic peptide binding to fibrin D-Dimer-E complex. P02675. FP displacement of FITC-Tn7 peptide from fibrin DD(E); 0% = median of compound wells per plate. inhibition, % at 8.3 µM. 370,000 compounds, 0.13% hits;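 active = inhibition above the mean of compounds falling within the control limits plus 3 SD of them, cut at about 14% in these data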;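 also: 0% = plate median of compound wells and 100% = 10 µM Aha-Tn7 peptide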
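Test system – human fibrin DD(E) · Times – 10 min preincubation, 3 h with tracer, room temperature · Detection – fluorescence polarization of the labelled Tn7 tracer · Measure – percent inhibition normalized to high-control wells · Benchmarks – high control wells with 10 µM unlabelled Aha-Tn7 peptide (full inhibition) · Repeats – singlicate testing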
Active calls of the source: *; nt = no result given; & = joins results of further samples. Some of the compounds tested (hit frequency here may not be typical).

SMILES	DDE Tn6 FP inh	Rev-erbA mod	PLCg1 inh	proKLK7 act	HGIII-sPLA2 inh	PLC-beta3 inh	ARFGAP1 inh	UHRF1 binding	ASAP1 inh	Tn7 DDE FP
C/C=C1\NC(=O)[C@H](C)NC(=O)[C@@H](NC(=O)[C@H](Cc2ccc(O)cc2)NC(=O)[C@@H](NC(=O)/C(C)=C/C)C(C)C)[C@@H](C)OC(=O)[C@H](CCCc2ccc(O)cc2)NC(=O)[C@@H](CCC(=O)O)NC1=O	4	-5	0	-0.3	-4	-3	-5	9	3	-7
CCc1cc(OC)c(CCN)cc1OC	3	3	-3	0.8	-2	-1	-20	-4	14	-6
Clc1ccccc1NC1=NCCCS1	-3	6	-4	0.1	-2	-6	6	-1	9	-8
CN(C)c1ccc(CN2CC=C(c3ccc(F)cc3)CC2)cc1	-7	6	6	-0.4	19	-7	-4	9	2	0
CCC1(c2ccccc2)C(=O)N(C)C(=O)N(C)C1=O	4	3	7	-0.3	9	0	-2	1	-2	-1
C[C@]12CCC3C(CC[C@H]4C[C@@H](O)CC[C@]34C)C1C[C@H](Br)[C@@H]2O (stereo partly drawn)	1	-1	-2	0.1	2	4	-7	1	7	8
O=c1[nH]c2ccccc2n1C1CCN(C(c2nnnn2C2CCCC2)C2CC2)CC1 (stereo not drawn)	2	-5	5	0.3	-6	7	-1	2	3	0
CN1C(=O)CN=C(c2ccc[nH]2)c2cc(Cl)ccc21 (tested in a mixture with another compound)	2	-6	-3	1.1	1	-5	3	2	-8	5
COC(=O)C1=C(c2ccc3ccccc3c2)C[C@@H]2CC[C@H]1N2C(=O)NCC1CC1	1	-1	1	-0.1	5	-5	-9	2	-10	10
CCCCS(=O)(=O)N1CCN(C(=N)N[N+](=O)[O-])CC1	-3	-1	3	0.2	1	2	-11	-1	-7	8
CC(=O)C1(O)CCC2C3CCC4=C(Cl)C(=O)CCC4(C)C3CCC21C (stereo not drawn)	-2	-2	0	0.4	-9	1	-6	-1	11	2
NS(=O)(=O)c1ccc(-c2ccc(C=C3C(=O)NC(=O)NC3=O)o2)cc1	-4	1	0	-0.1	4	-5	6	-2	-5	5
O=C1NC(=O)C2(C(=O)N1)C(c1ccc(F)cc1)NC(=S)NC2c1ccc(F)cc1 (stereo not drawn)	5	-4	0	0.3	-3	0	1	-1	3	-2
CCN(CC)c1ccc(N=Cc2c(O)n(Cc3ccco3)c(=O)[nH]c2=O)cc1	-11	-1	-4	0.4	-9	-16	0	6	-3	-1
CN1CCN(C(=S)SCC(=O)Nc2ccc(Cl)cc2C(=O)c2ccccc2)CC1	1	1	8	0.0	-21	3	-8	-3	16	3
CCN1CCN(CC(=O)c2c(C)n(Cc3ccccc3)c3ccc(OC)cc23)CC1	-2	0	-5	0.1	-6	-8	-5	0	2	1
CC12CN3CC(C)(CN(C1)C31CCSCC1)C2=O	1	-2	-3	-0.4	-6	1	-10	-1	2	1
COP(=O)(CC(=O)O)c1ccccc1 (stereo not drawn)	5	-1	2	0.1	6	0	-1	3	-1	2
Cn1c[n+](C)cc1C(O)c1ccccc1 (stereo not drawn)	-7&3	-2&-1	8&0	0.4&-0.9	7&2	4&-1	15&-15	6&-1	8&-8	-2&3
NC(Cc1ccccc1)[P+](=O)O (stereo not drawn)	-7	3	2	0.5	9	0	nt	-4	nt	5
CCN1CCN(Cc2cc3c(cc2[N+](=O)[O-])OCO3)CC1	3	-3	1	-0.6	5	-6	-7	-3	-6	2
C[C@@H]1CC2C3CC=C4C[C@@H](O)CC[C@]4(C)C3CC[C@]2(C)[C@H]1O (stereo partly drawn)	2	-2	2	0.1	7	-1	2	0	-2	7
O=C1CC(=O)N(c2cccc(F)c2)C(=O)N1	4	-4	-3	0.5	1	-7	4	3	11	-5
Nc1nc(SCCC(F)=C(F)F)n[nH]1	-4	0	2	-0.1	2	-2	5	-3	4	-4
CC1CCCC(NC(=O)COC(=O)c2cn(C)c3ccccc23)C1C (stereo not drawn)	-1	-5	8	-0.5	-1	-15	5	4	-6	3

Rewritten with two lines to a compound: 2 of the compounds above.
Values in the order – DDE Tn6 FP inh, Rev-erbA mod, PLCg1 inh, proKLK7 act, HGIII-sPLA2 inh, PLC-beta3 inh, ARFGAP1 inh, UHRF1 binding, ASAP1 inh, Tn7 DDE FP
CC1CCCC(NC(=O)COC(=O)c2cn(C)c3ccccc23)C1C (stereo not drawn)
  -1, -5, 8, -0.5, -1, -15, 5, 4, -6, 3
O=C1CC(=O)N(c2cccc(F)c2)C(=O)N1
  4, -4, -3, 0.5, 1, -7, 4, 3, 11, -5

Structures listed so far that contain a halogen (9):
SMILES	DDE Tn6 FP inh	Rev-erbA mod	PLCg1 inh	proKLK7 act	HGIII-sPLA2 inh	PLC-beta3 inh	ARFGAP1 inh	UHRF1 binding	ASAP1 inh	Tn7 DDE FP
Clc1ccccc1NC1=NCCCS1	-3	6	-4	0.1	-2	-6	6	-1	9	-8
CN(C)c1ccc(CN2CC=C(c3ccc(F)cc3)CC2)cc1	-7	6	6	-0.4	19	-7	-4	9	2	0
C[C@]12CCC3C(CC[C@H]4C[C@@H](O)CC[C@]34C)C1C[C@H](Br)[C@@H]2O (stereo partly drawn)	1	-1	-2	0.1	2	4	-7	1	7	8
CN1C(=O)CN=C(c2ccc[nH]2)c2cc(Cl)ccc21 (tested in a mixture with another compound)	2	-6	-3	1.1	1	-5	3	2	-8	5
CC(=O)C1(O)CCC2C3CCC4=C(Cl)C(=O)CCC4(C)C3CCC21C (stereo not drawn)	-2	-2	0	0.4	-9	1	-6	-1	11	2
O=C1NC(=O)C2(C(=O)N1)C(c1ccc(F)cc1)NC(=S)NC2c1ccc(F)cc1 (stereo not drawn)	5	-4	0	0.3	-3	0	1	-1	3	-2
CN1CCN(C(=S)SCC(=O)Nc2ccc(Cl)cc2C(=O)c2ccccc2)CC1	1	1	8	0.0	-21	3	-8	-3	16	3
O=C1CC(=O)N(c2cccc(F)c2)C(=O)N1	4	-4	-3	0.5	1	-7	4	3	11	-5
Nc1nc(SCCC(F)=C(F)F)n[nH]1	-4	0	2	-0.1	2	-2	5	-3	4	-4

Screening results deposited in PubChem by several laboratories.
